Bioassay records deposited in PubChem BioAssay by several laboratories.
RGS8-Gao reg: human RGS8-Galphao interaction regulation | response (percent of control binding), % at 10 µM | P09471 | hit rate 0.34% among 220,000 | AID 1423 | multiplexed bead flow cytometry, RGS8-Galphao binding; actives lie on both sides; in the data active = response below about 60% or above about 140%; inactive = in between;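 also: Galphao activated as the GDP aluminium fluoride complex binding bead-coupled RGS8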
Bim-Bfl-1: inhibitors of Bim-Bfl-1 interaction, human | AID 1008 | Q16548 | inhibition, % at 10 µM | hit rate 0.12% among 190,000 | Bead-based flow cytometry, Bim-Bfl-1 binding inhibition;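 also: 0% = wells without compound plus tracer and 100% = blocker peptide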
Bcl-B Bim block: inhibitors of Bim-Bcl-B interaction, human | Q9HD36 | bead-based flow cytometry, Bim peptide-Bcl-B binding | inhibition, % at 10 µM | hit rate 0.073% among 190,000 | AID 951;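 also: 0% = tracer peptide without compound and 100% = reference inhibitor peptide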
RGS4-Gao reg: modulates binding of RGS4 to human Galphao. Multiplexed bead flow cytometry; actives lie on both sides. binding response (% of control), % at 10 µM. hit rate 0.33% among 220,000; in the data active = binding response below about 49% or above about 150%; inactive = in between;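 also: fluorescent Galphao activated with aluminum fluoride binding bead-coupled RGS4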
RGS7-Gao reg: modulates binding of RGS7 to human Galphao. P09471. Multiplexed bead flow cytometry; actives lie on both sides. binding response (% of control), % at 10 µM. hit rate 0.35% among 220,000; in the data active = binding response below about 49% or above about 150%; inconclusive = no clear call, values can overlap the other calls; inactive = in between;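 also: fluorescent Galphao held in activated GDP-AlF4 state binding bead-coupled RGS7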
Bim-Mcl-1: disrupts Bim peptide binding to human Mcl-1 | Q07820 | Bead-based flow cytometry, Bim peptide-Mcl-1 binding | AID 1009 | inhibition, % at 10 µM | hit rate 0.1% among 190,000;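 also: 0% = no compound tracer wells and 100% = peptide blocker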
Target sequence (Q07820 whole entry, looked up): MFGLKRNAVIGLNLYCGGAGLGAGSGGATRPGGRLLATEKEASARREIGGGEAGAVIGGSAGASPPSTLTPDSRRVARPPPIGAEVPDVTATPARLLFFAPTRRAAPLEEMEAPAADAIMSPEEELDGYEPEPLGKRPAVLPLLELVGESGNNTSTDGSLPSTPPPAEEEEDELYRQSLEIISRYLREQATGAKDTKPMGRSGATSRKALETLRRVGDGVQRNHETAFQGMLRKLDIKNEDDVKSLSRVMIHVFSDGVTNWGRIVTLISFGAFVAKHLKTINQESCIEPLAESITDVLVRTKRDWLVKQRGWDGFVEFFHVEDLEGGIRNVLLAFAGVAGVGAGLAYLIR
Mcl1 Noxa PPI: Mcl-1/Noxa interaction inhibition | TR-FRET Mcl-1/Noxa peptide binding, 2 h | Q07820 | hit rate 1.5% among 220,000 | inhibition, % at 21.7 µM | AID 1022;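 active = compounds that cut the protein-peptide binding signal by more than 50% relative to plate controls in a single-dose test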;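 also: His-tagged Mcl-1 with rhodamine Noxa BH3 peptide and terbium anti-His antibody; 0% = Mcl-1 plus Noxa peptide wells and 100% = peptide-only wells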
Bcl-W Bim block: inhibitors of Bim-Bcl-W interaction, human; Q92843; bead-based flow cytometry, Bim peptide-Bcl-W binding; inhibition, % at 10 µM; hit rate 0.02% among 190,000; AID 952;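 also: 0% = bound tracer without compound and 100% = peptide blocker; higher means less fluorescent Bim peptide bound to Bcl-W beads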
Target sequence (Q92843 whole entry, looked up): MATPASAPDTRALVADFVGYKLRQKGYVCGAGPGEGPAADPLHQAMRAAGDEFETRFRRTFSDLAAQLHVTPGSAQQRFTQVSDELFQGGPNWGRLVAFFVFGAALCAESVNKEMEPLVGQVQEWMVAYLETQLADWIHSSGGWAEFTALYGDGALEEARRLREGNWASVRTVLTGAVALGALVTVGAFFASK
Bcl-2 Bim block: inhibitors of Bim-Bcl-2 interaction, human | hit rate 0.06% among 190,000 | inhibition, % at 10 µM | Bead-based flow cytometry, Bim peptide-Bcl-2 binding | P10415; in the data active = inhibition above about 40%; inconclusive = no clear call, values can overlap the other calls;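 also: 0% = no compound wells with probe peptide and 100% = reference peptide inhibitor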
Mcl1-Bid inh: disrupts binding of human Mcl-1 to Bid peptide | TR-FRET Mcl-1/Bid-Dy647 peptide binding, 1536-well | inhibition, % at 21.7 µM | hit rate 0.97% among 220,000 | AID 1021;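 active = compounds that cut the binding signal by more than half at the single screening dose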;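 also: His-tagged Mcl-1 with europium anti-His antibody binding Bid BH3 peptide; 0% = Mcl-1 plus peptide wells and 100% = peptide-only wells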
Bim-Bcl-XL: human Bim-Bcl-XL interaction inhibition; inhibition, % at 10 µM; hit rate 0.04% among 190,000; Q07817; Bim peptide-Bcl-XL binding, bead flow cytometry, fluorescence
Target sequence (Q07817 whole entry, looked up): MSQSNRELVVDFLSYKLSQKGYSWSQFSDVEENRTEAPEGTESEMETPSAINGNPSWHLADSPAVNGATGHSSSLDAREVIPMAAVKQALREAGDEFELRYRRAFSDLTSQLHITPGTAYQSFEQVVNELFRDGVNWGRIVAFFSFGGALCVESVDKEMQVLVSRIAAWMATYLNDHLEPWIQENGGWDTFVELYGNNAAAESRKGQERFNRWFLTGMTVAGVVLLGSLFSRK
Numbers without * were called inactive; ? = inconclusive; nt = not tested or not shown. Rule as the data show it, unless noted: active = inhibition above about 40%.

RGS8-Gao reg	Bim-Bfl-1	Bcl-B Bim block	RGS4-Gao reg	RGS7-Gao reg	Bim-Mcl-1	Mcl1 Noxa PPI	Bcl-W Bim block	Bcl-2 Bim block	Mcl1-Bid inh	Bim-Bcl-XL	SMILES
101	-2	-1	101	96	0	-1	0	-2	-30	-1	CC(/C=C/c1ccccc1)=N/NC(=O)c1cccc(Br)c1
105	-3	-1	102	103	-4	3	-1	-2	-11	-2	CCC(Cc1ccccc1)NC(=O)CSc1ccsc1[N+](=O)[O-] (configuration not stated)
103	-14	-7	103	102	-6	-122	-1	-10	-21	0	Cc1nc2c(C(=O)NCCC(C)C)c[nH]n2c(=O)c1Cc1ccccc1F
99	nt	nt	104	?	nt	50	nt	nt	-61	nt	COc1ccc(CCn2c(NN)nc3c2c(=O)[nH]c(=O)n3C)cc1
104	0	-2	99	98	0	-4	-2	2	-7	0	CC1(C)CC(O)(CNCc2ccc3c(c2)OCO3)CCO1 (configuration not stated)
103	nt	nt	103	?	nt	18	nt	nt	-61	nt	CSCCC(NS(=O)(=O)c1ccc2c(c1)oc(=O)n2C)C(=O)NCc1cccs1 (configuration not stated)
102	-1	-3	103	98	1	20	1	1	1	-1	CC(=O)c1c(C)n(-c2ccc(N(C)C)cc2)c2ccc(OCC(N)=O)cc12
101	1	-2	100	99	-1	0	0	10	-5	-3	O=C(c1cc(C2CC2)nc2ccccc12)N1N=C(C(F)F)CC1(O)C(F)F (configuration not stated)
104	nt	nt	115	?	nt	9	nt	nt	16	nt	O=C(/C=C/c1ccc2ccccc2n1)c1cc(Br)ccc1O
99	-2	-3	99	101	1	20	0	-4	-32	0	CCOC(=O)C1=C(O)CSC1=Nc1ccc(C)cc1
101	nt	nt	93	?	nt	16	nt	nt	21	nt	Cc1ccc(CNCC(=O)Nc2ccc(N3CCOCC3)cc2)cc1
95	nt	nt	91	?	nt	8	nt	nt	-18	nt	CCCC1=NN(C(=O)Cc2ccc(OC)c(OC)c2)C(O)(C(F)(F)F)C1 (configuration not stated)
107	0	-5	103	115	-2	6	-5	1	-2	-3	CCOC(=O)c1c(NC(=O)CSc2nnc(C)s2)sc2c1CCC(C)C2 (configuration not stated)
98	-15	-10	96	101	-3	5	-4	-7	0	-13	COc1ccc(C(=O)N/N=C/c2ccc(OC)c(OS(=O)(=O)c3ccccc3)c2)cc1
101	-4	-5	98	97	-3	18	-3	-2	-16	-7	O=C(Cc1cccs1)Nc1nc2c(s1)CCCC2
98	-7	-4	90	88	0	14	0	-3	-8	-2	O=C(CCCOc1ccc(Cl)cc1)N1CCOCC1
102	-12	-13	100	100	-2	10	0	-8	2	-3	Cc1ccccc1-c1nnn(CC(=O)NCc2ccc3c(c2)OCO3)n1
94	nt	nt	103	?	nt	-3	nt	nt	-53	nt	C/C=C\C=C\C(=O)N1CC2(CC(c3cccc(NC(=O)/C(C)=C\C)c3)=NO2)C[C@H]1C(N)=O (some centres not stated)
104	-2	-5	102	101	-2	2	-1	-2	0	-5	O=C(c1nnc(Cc2ccc(Cl)cc2)o1)N1CCc2ccccc2C1
99	0	-4	99	101	1	-3	-1	-5	0	-7	CCOC(=O)CNC(=O)c1cn(CC(C)C)c(=O)c2cc(OC)c(OC)cc12
102	-14	-13	101	99	1	5	-9	-9	18	-7	O=C(CCN1C(=O)c2ccccc2C1=O)Nc1ccc(-c2nc3ccccc3s2)cc1
102	-10	-9	106	101	0	-13	0	-7	-29	0	CCN1CC=C2C(C#N)=C(N)C(C#N)(C#N)C(CCc3ccccc3)C2C1 (configuration not stated)
98	1	0	100	96	-2	-5	0	-4	-12	-3	CCN1CCCC1CNC(=O)C(NC(=O)C1CCC(C)CC1)C(C)C (configuration not stated)
96	-3	-10	101	102	-6	5	-4	-3	-2	-3	Cc1ccc(CSCCNC(=O)c2ccccc2)cc1
101	-7	-3	99	99	-1	9	-6	-7	-20	0	CCOC(=O)C1(Cc2ccccc2)CCN(Cc2cccn2-c2nccs2)CC1

Additional results:
RGS8-Gao reg	Bim-Bfl-1	Bcl-B Bim block	RGS4-Gao reg	RGS7-Gao reg	Bim-Mcl-1	Mcl1 Noxa PPI	Bcl-W Bim block	Bcl-2 Bim block	Mcl1-Bid inh	Bim-Bcl-XL	SMILES
99	-6	-6	98	?	-3	-5	-2	-3	-10	-2	Cc1ccc(NC(=O)C2CCCN(C(=O)c3ccc(Cl)cc3)C2)cc1C (configuration not stated)
102	1	0	99	101	2	10	-3	-3	-12	-1	CC(OC(=O)c1ccc(S(=O)(=O)N(C)C)cc1)C(=O)Nc1ccc(Cl)cn1 (configuration not stated)
106	-9	-8	106	105	2	5	-1	-3	-7	-2	COc1ccc(N2C(=O)C3CCCN3C2c2cccc(C)c2)cc1 (configuration not stated)
102	-5	-2	104	100	-6	-14	1	-6	-10	-1	CC1CCCCC1NC(=O)COC(=O)c1ccc2ccccc2n1 (configuration not stated)
111	-6	-2	106	108	0	-1	-3	-4	-9	-2	O=C(O)CC(NC(=O)c1sc2ccccc2c1Cl)c1ccc(OC2CCCC2)cc1 (configuration not stated)
100	0	0	94	94	1	14	-2	2	-66	-1	COc1ccccc1NC(=O)C1C2C=CC(O2)C1C(=O)O (configuration not stated)
95	-7	-5	92	93	-1	nt	-1	-5	32	-12	O=C(CSc1nnc(-c2ccccn2)n1Cc1ccco1)c1ccc(-c2ccccc2)cc1
97	-6	0	91	90	0	-13	1	-1	-2	-2	O=C(COc1ccc(S(=O)(=O)NCc2ccccc2)cc1Cl)N1CCOCC1
99	-3	3	101	97	5	19	4	2	-16	2	NS(=O)(=O)c1ccc(CCNC(=O)C2CCN(S(=O)(=O)c3ccccc3)CC2)cc1
104	nt	nt	94	?	nt	11	nt	nt	-6	nt	O=C(CC(=O)Nc1ccccc1C(=O)O)NNC(=O)Cc1ccccc1
98	-3	-2	98	100	-4	-15	-4	-1	0	1	CN1CCN(C(=O)C2=C[C@@H](c3csc4ccccc34)C[C@@H](OCc3ccc(CO)cc3)O2)CC1
108	-4	-10	96	101	-5	-2	-4	-6	-52	-7	O=C(O)c1ccccc1NN=C1CCCCC1
100	-3	-8	100	101	-2	5	-5	-1	-6	-6	COc1ccc(C(c2nnnn2CC2CCCO2)N2CCC(C(N)=O)CC2)cc1 (configuration not stated)
109	-1	6	106	102	1	3	1	0	-9	-3	O=C(O)CC(C(=O)O)n1nc(-c2ccccc2)cc1-c1ccccc1 (configuration not stated)
103	-14	-7	102	103	0	-15	1	-7	-18	-2	CS/C(=N\S(=O)(=O)c1ccc(Cl)cc1)c1ccccc1
106	2	0	105	106	-3	-12	-2	0	-33	-3	COc1ccccc1NC(=S)N1CC(C)OC(C)C1 (configuration not stated)
116	6	4	106	104	-1	18	2	0	7	-2	O=C(c1ccc(C(F)(F)F)cc1)N1CCC(=O)N(C(COCc2ccc(C(F)(F)F)cc2)Cc2ccccc2)CC1 (configuration not stated)
101	-2	-3	100	100	0	6	-4	-1	-27	-1	NC(=O)c1ccc(N=C2C(=O)Nc3ccc([N+](=O)[O-])cc32)cc1
103	nt	nt	102	?	nt	-23	nt	nt	-3	nt	O=C(NNC(=O)c1c(F)cccc1F)c1ccccc1OC(F)(F)F
100	-4	-43	100	95	0	19	0	-1	31	-4	CCOC(=O)C1=C(N)n2c(s/c(=C\c3ccncc3)c2=O)=C(C(=O)OCC)C1c1ccncc1 (configuration not stated)
101	-10	-3	101	101	0	-5	1	-8	-29	-2	CC(=O)Nc1c(-c2ccc(F)cc2)nc2ccccn12
107	-12	-8	106	99	-5	4	-4	-13	-4	-12	CCOC(=O)c1cnc(-n2nc(C)cc2C)nc1N1CCOCC1
104	nt	nt	101	?	nt	-5	nt	nt	-35	nt	NC1=C(O)C(=O)C(c2ccccc2)O1 (configuration not stated)
105	0	-18	101	102	-1	6	0	0	-27	-4	O=C(CSc1cccc[n+]1[O-])c1ccc(-c2ccccc2)cc1
102	-4	-3	107	108	0	10	0	-3	-11	0	CN1C(=O)CSc2ccc(NC(=O)NCc3ccc(F)cc3)cc21

Single records (already shown). Order of values: RGS8-Gao reg | Bim-Bfl-1 | Bcl-B Bim block | RGS4-Gao reg | RGS7-Gao reg | Bim-Mcl-1 | Mcl1 Noxa PPI | Bcl-W Bim block | Bcl-2 Bim block | Mcl1-Bid inh | Bim-Bcl-XL
Record of `CCCC1=NN(C(=O)Cc2ccc(OC)c(OC)c2)C(O)(C(F)(F)F)C1` (configuration not stated) → 95 | nt | nt | 91 | ? | nt | 8 | nt | nt | -18 | nt
Record of `Cc1nc2c(C(=O)NCCC(C)C)c[nH]n2c(=O)c1Cc1ccccc1F` → 103 | -14 | -7 | 103 | 102 | -6 | -122 | -1 | -10 | -21 | 0

Next part.
RGS8-Gao reg	Bim-Bfl-1	Bcl-B Bim block	RGS4-Gao reg	RGS7-Gao reg	Bim-Mcl-1	Mcl1 Noxa PPI	Bcl-W Bim block	Bcl-2 Bim block	Mcl1-Bid inh	Bim-Bcl-XL	SMILES
96	-3	-2	100	97	-1	6	-1	0	-51	0	COc1cccc(NC(=O)NC2CCCCC2C)c1 (configuration not stated)
98	-7	-8	98	96	-3	15	0	-5	-36	-5	O=C(CSc1nnc(CNc2ccc(F)cc2)n1Cc1ccco1)NC1CC1
96	-1	-3	95	93	1	10	1	0	-46	1	COc1ccc(NC(=O)N/C=C/c2ccco2)cc1
102	-18	-6	99	101	-3	2	-3	-8	-26	-9	CCOC(=O)c1c(C)[nH]c(C(=O)OCC(=O)N2CC(C)OC(C)C2)c1C (configuration not stated)
96	-1	-40	96	91	-6	-2	-3	-5	-63	-9	COc1cccc(NC(=S)NNC(=O)Cn2nc([N+](=O)[O-])cc2C)c1
100	-8	-5	93	91	1	28	2	-6	-24	-1	COC(=O)c1ccccc1NC(=O)C1CCCN(c2nnc(-n3cccc3)s2)C1 (configuration not stated)
99	0	0	98	96	-1	6	0	-1	-41	-2	COc1ccc2cc[nH]c2c1
